Screening data as filed in PubChem.
M4 antag: human M4 muscarinic receptor antagonists, primary screen, CHO cells, Fluo-8 calcium fluorescence | CHO-hM4 cells, ACh EC80 | inhibition, % at 3 µM | hit rate 0.73% among 360,000;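 active means inhibition above its plate's cutoff, the mean inhibition of sample wells plus 3 SD, cut at about 27% in these data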;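 further: 0% = acetylcholine EC80 with DMSO and 100% = DMSO without agonist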
M4 PAM: human M4 muscarinic receptor positive allosteric modulators, primary screen, CHO-K1 cells, Fluo-8 calcium fluorescence | Muscarinic acetylcholine receptor M4 (Homo sapiens), P08173 | CHO-K1 hM4/Gqi5, ACh EC20; 0% = ACh EC20, 100% = maximal ACh | activation, % at 3 µM | hit rate 0.4% among 360,000 | AID 624126, 2012;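 active means activation above its plate's cutoff, the mean activation of sample wells plus 3 SD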; further: some results filed as inactive read as strong as hits
CRFBP-R2 agonist: agonists of CRF-BP/CRF-R2 complex, primary screen, cell-based, HEK293, calcium dye fluorescence, uHTS. CRF-binding protein / CRF receptor 2 complex (human). calcium dye fluorescence (FLIPR); percent of saturating CRF peptide response. activation, % at 13.2 µM. hit rate 0.46% among 350,000. AID 588473, 2011;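 active means activation of at least 50%, plus an integration ratio under a set limit after plate pattern correction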;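 further: plate controls were neutral control wells without compound for no effect and CRF at EC100 for full effect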
M5 PAM: human M5 muscarinic receptor positive allosteric modulators, primary screen, CHO-K1 cells, Fluo-8 calcium fluorescence; Muscarinic acetylcholine receptor M5 (Homo sapiens), P08912; CHO-K1 hM5, ACh EC20 PAM; 0% = ACh EC20, 100% = ACh EC100; activation, % at 3 µM; hit rate 0.3% among 360,000; AID 624038, 2012;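 active means activation above the run cutoff, the mean activation of all test compounds plus 3 SD, cut at about 18% in these data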
Target sequence (P08912 whole entry, looked up): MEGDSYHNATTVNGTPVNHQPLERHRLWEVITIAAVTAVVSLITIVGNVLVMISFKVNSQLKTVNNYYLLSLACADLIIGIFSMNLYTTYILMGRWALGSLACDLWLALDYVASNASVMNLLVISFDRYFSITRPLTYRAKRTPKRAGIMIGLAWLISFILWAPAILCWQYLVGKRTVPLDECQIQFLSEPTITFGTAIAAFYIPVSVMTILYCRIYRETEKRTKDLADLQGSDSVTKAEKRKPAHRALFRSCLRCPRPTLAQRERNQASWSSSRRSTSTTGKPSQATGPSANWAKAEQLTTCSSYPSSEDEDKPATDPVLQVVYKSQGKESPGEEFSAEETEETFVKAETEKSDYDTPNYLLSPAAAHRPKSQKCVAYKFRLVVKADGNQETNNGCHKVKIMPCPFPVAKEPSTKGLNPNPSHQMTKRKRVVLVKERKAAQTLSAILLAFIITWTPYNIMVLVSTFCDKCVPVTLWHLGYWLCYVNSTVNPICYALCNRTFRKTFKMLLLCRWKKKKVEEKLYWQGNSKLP
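Assay system: CHO-K1 hM5 cells. Also added: acetylcholine at EC20 concentration, added after compound. Dosing: 3 µM, single dose. Times: compound preincubation 140 s before EC20 acetylcholine addition. Signal: Fluo-8 calcium fluorescence. Measure: % activation relative to EC20 and EC100 ACh responses. Repeats: singlicate, one well per test compound.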
M5 ag: human M5 muscarinic receptor agonists, primary screen, CHO-K1 cells, Fluo-8 calcium fluorescence; Muscarinic acetylcholine receptor M5 (Homo sapiens), P08912; CHO-K1 hM5 cells; 0% DMSO wells, 100% maximal acetylcholine response; activation, % at 3 µM; hit rate 0.19% among 360,000; AID 624037, 2012;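 active means activation above the run's mean over test compounds plus 3 SD, cut at about 23% in these data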;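 further: signal is peak over basal fluorescence ratio across the kinetic read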
M5 antag: human M5 muscarinic receptor antagonists, primary screen, CHO cells, Fluo-8 calcium fluorescence; Muscarinic acetylcholine receptor M5 (Homo sapiens), P08912; CHO-hM5 cells, ACh EC80; inhibition, % at 3 µM; hit rate 0.59% among 360,000;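 active means inhibition above a per-plate cutoff, the mean of that plate's test compounds plus 3 SD, cut at about 27% in these data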;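 further: 0% = acetylcholine EC80 with DMSO and 100% = DMSO without agonist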
CRFR2-BP antag: antagonists of CRF-BP/CRF-R2 complex, primary screen, cell-based, HEK293, calcium dye fluorescence, uHTS; CRF-induced calcium fluorescence; inhibition, % at 11.8 µM; hit rate 0.59% among 350,000;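 active means inhibition of the ligand-induced calcium signal above about 50% at the single tested concentration, limit read from the data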
CHRM1 PAM: human M1 muscarinic receptor positive allosteric modulators, primary screen, CHO-K1 cells, Fluo-8 calcium fluorescence, 1536-well; Muscarinic acetylcholine receptor M1 (Homo sapiens), P11229; CHO-K1 hM1, ACh EC20; 0% = ACh EC20, 100% = maximal ACh; activation, % at 3 µM; AID 588819, 2011; hit rate 0.088% among 360,000; in the data active means activation above about 19%, passing the limit was not always enough
Target sequence (P11229 whole entry, looked up): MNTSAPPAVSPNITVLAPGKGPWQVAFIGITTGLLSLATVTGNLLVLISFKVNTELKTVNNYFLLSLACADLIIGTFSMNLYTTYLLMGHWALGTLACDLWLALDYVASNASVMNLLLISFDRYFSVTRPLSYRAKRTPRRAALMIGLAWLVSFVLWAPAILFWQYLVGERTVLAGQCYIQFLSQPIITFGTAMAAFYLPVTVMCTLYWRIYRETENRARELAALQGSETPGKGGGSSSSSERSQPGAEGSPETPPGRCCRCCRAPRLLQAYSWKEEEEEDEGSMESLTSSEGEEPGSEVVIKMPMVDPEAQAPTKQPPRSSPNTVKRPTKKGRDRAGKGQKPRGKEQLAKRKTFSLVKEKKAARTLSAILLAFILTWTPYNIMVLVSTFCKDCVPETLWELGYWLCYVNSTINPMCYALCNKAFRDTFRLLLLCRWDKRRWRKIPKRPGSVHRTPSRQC
CHRM4 agonist: human M4 muscarinic receptor agonists, primary screen, CHO-K1 cells, Fluo-8 calcium fluorescence. Muscarinic acetylcholine receptor M4 (Homo sapiens), P08173. CHO-K1 hM4/Gqi5; vehicle 0%, full acetylcholine response 100%. activation, % at 3 µM. hit rate 0.14% among 360,000. AID 624127, 2012;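 active means activation above the run mean over all test wells plus 3 SD, cut at about 32% in these data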;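 further: peak over basal fluorescence ratio per well then scaled between controls; 0% = DMSO wells and 100% = acetylcholine at EC100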
An asterisk follows results filed as active; . = not tested or not shown. Not a hit list; 2.6% or so of the library scored in one or more.

SMILES	M4 antag	M4 PAM	CRFBP-R2 agonist	M5 PAM	M5 ag	M5 antag	CRFR2-BP antag	CHRM1 PAM	CHRM4 agonist
O=C(CCNS(=O)(=O)c1ccc2c(c1)CCC(=O)N2)Nc1ccc2c(c1)OCCO2	4.0	-1.8	0.3	9.7	-1.8	-4.8	-9.1	5.5	0.4
Cc1ccnc(SC2CC(=O)N(c3ccc(Br)cc3)C2=O)n1 (stereo not drawn)	-4.5	0.4	-1.9	-0.2	1.6	-3.0	14.8	-1.0	2.9
Cc1cc(Nc2c(C)n(C)n(-c3ccccc3)c2=O)c2ccccc2n1	-6.5	12.2	8.0	1.0	-2.7	-3.1	-10.9	-0.8	0.9
CCn1cc(C(=O)Nc2ncccc2O)c(=O)c2cc(F)c(N3CCN(C(=O)c4ccco4)CC3)cc21	11.9	-6.3	0.2	-5.8	-3.1	16.7	7.5	-11.1	2.0
CCC1(c2ccccc2)NC(=O)N(CC(=O)NNC(=O)c2ccc(F)cc2)C1=O (stereo not drawn)	-10.6	6.0	1.1	5.3	-2.3	-1.5	6.9	10.2	1.2
COC(=O)c1sc(C(C)(C)C)cc1CS(=O)(=O)c1ccccn1	-14.6	-3.6	-3.3	21.8*	8.9	-18.2	13.7	18.2	2.9
Cc1cc(C)c(NC(=O)CN(C)C(=O)CCC(=O)c2ccc(C)s2)c(C)c1	8.8	7.3	-0.7	-1.2	-4.0	6.7	4.2	3.3	1.9
COc1ccc(OC)c(N(C(=O)c2ccco2)C(C(=O)NC2CCCC2)c2cc(OC)c(OC)c(OC)c2)c1 (stereo not drawn)	7.0	-1.1	-0.2	-0.8	-3.2	9.2	-9.2	5.8	0.2
CCNc1ccc(C(=O)OCC(=O)Nc2cc(C)on2)cc1[N+](=O)[O-]	7.5	1.0	-0.8	-5.4	-1.6	14.2	-1.9	-0.8	-0.2
CCCCn1c(N)c(N(CC(C)C)C(=O)c2cc(-c3ccc(OC)c(OC)c3)nc3ccccc23)c(=O)[nH]c1=O	-4.7	6.1	-0.1	-3.0	2.2	-5.8	6.6	10.8	0.2
O=C(Nc1nccs1)C1C2CC3OC(=O)C1C3C2 (stereo not drawn)	6.2	8.1	0.2	-1.9	-1.5	-3.8	-3.9	1.9	0.6
CNc1cc(-c2ccc(OC)nc2)ncn1	3.6	-5.7	.	0.5	0.7	-1.2	.	-1.6	0.6
Cc1ccc(Cl)cc1NC(=O)COC(=O)CN1C(=O)C2CCCCC2C1=O (stereo not drawn)	7.6	-4.4	-0.5	-5.7	3.2	8.7	5.5	3.0	5.3
O=C(CN(C(=O)CCC(=O)Nc1nccs1)c1ccc(F)cc1)NCc1ccc(F)cc1	-26.5	9.8	0.7	3.3	0.3	0.6	-17.3	12.5	1.9
COc1ccccc1NC(=O)COC(=O)c1cc(C)oc1C	11.1	9.7	-3.3	0.7	4.0	0.0	19.9	8.0	1.2
CC(=O)c1ccc(OCc2cc(C(=O)N(C)Cc3nc4c(C)cccc4[nH]3)no2)cc1	-0.9	-3.3	-0.2	-3.5	2.1	0.4	-3.1	-1.1	8.0
CCCCCSc1nnc2c(n1)OC(C)N(C(C)=O)c1ccccc1-2 (stereo not drawn)	-9.1	6.2	-2.9	-3.5	0.7	7.8	4.2	5.4	0.1
Nc1nc(CSc2nc3ccccc3[nH]2)nc(N2CCOCC2)n1	-2.1	2.6	-0.4	0.4	-1.3	0.6	4.9	10.3	1.5
Cc1ccc(/C=C2\SC(=S)N(CCC(=O)N3CCCCC3)C2=O)cc1	-4.3	4.9	-0.1	2.9	0.6	-9.6	-0.4	1.6	-0.5
c1ccc(Cc2nn3c(Cn4cnc5ccccc54)nnc3s2)cc1	-0.6	-11.6	2.3	-25.4	12.7	2.2	-14.6	-11.3	29.5
COC(=O)C1CCN(C(=O)COC(=O)/C=C/c2ccc(O)c(OC)c2)CC1	0.8	0.6	-0.6	-0.5	11.0	6.0	6.1	-12.9	1.3
O=C(NC1CCN(C(=S)NCCc2ccccc2)CC1)C1CCCCC1	-11.7	4.0	-1.2	10.0	-0.8	0.8	-6.3	5.6	1.4
CC(CC(=O)Nc1cccc(F)c1)S(=O)(=O)c1ccc2c(c1)NC(=O)CO2 (stereo not drawn)	10.6	-7.8	-0.9	-11.4	0.1	14.4	-5.4	-2.5	13.7
O=C(CC1C(=O)NCCN1Cc1c(F)cccc1Cl)NCCCn1ccnc1 (stereo not drawn)	4.2	-4.0	-0.4	-5.1	-1.6	-2.4	6.8	-0.8	1.1
CCOc1ccc(NC(=O)CC2C(=O)N(c3ccc(OCC)cc3)C(=S)N2C2CC2)cc1 (stereo not drawn)	-0.3	4.9	-2.5	0.1	-2.4	0.9	16.7	4.2	1.4
CC1CCN(C(=O)C2CCN(CC(C)c3ccccc3)CC2)CC1 (stereo not drawn)	-3.0	-9.5	2.9	-13.5	-5.8	5.4	4.0	0.0	1.1
CN(C)S(=O)(=O)c1ccc(C(=O)Nc2nnc(SCc3ccccc3)s2)cc1	-4.5	-12.7	1.2	-3.1	-2.3	-2.6	1.8	7.0	0.1
CCC(=O)NC(c1ccco1)c1cc(Cl)c2cccnc2c1OC (stereo not drawn)	-1.9	4.3	-0.3	-2.3	-1.5	10.3	-4.7	4.2	1.3
Cc1ccc2nsnc2c1S(=O)(=O)N1CCCC1	-2.5	6.0	1.7	-2.4	-1.7	-3.6	16.7	12.2	0.0
CCOc1ccc(N=C(NC#N)SCC(=O)NC2CC2)cc1	8.6	-8.5	0.2	-2.5	1.1	6.7	0.8	-1.7	1.8
CSc1ccc(Cn2c(C)c(C(=O)NCc3cccs3)sc2=O)cc1	-11.1	-1.2	.	-9.6	-1.7	-0.6	.	-3.6	8.1
O=C(CCCCCBr)N1CCC(CC2CC(c3cccc(Br)c3)=NO2)(C(=O)NCC2CCCCC2)CC1 (stereo not drawn)	-6.3	-4.1	-2.2	-2.1	-4.5	13.3	12.2	-9.9	5.3
COCCNC(=O)c1cc(-c2ccccc2)nn1Cc1cc(C)no1	-6.0	9.3	-0.7	6.8	0.0	-10.4	4.7	7.6	2.5
COc1ccc(-c2nc(CS(=O)(=O)CC(=O)NCc3ccc(F)cc3)c(C)o2)cc1	-12.6	8.4	-0.2	5.7	-4.0	2.9	-13.7	9.1	0.3
O=[N+]([O-])c1ccc(Oc2ccc(Oc3ccc(C(F)(F)F)cn3)cc2)nc1	-20.5	3.1	8.9	-2.2	-2.7	4.0	31.3	4.5	1.7
COc1ccc2c(c1OC)C(=O)N(c1ccc3c(c1)CCC3)C2=O	-5.6	1.5	-0.7	0.0	-2.1	-8.2	-18.1	2.8	0.1
CN(C(=O)CSc1nnc(-c2ccc(Cl)cc2)n1CC1CCCO1)C1CCS(=O)(=O)C1 (stereo not drawn)	5.8	-5.5	3.5	9.7	-5.2	-2.2	-1.2	5.0	-1.0
CCOC(=O)CNC(=O)CSc1ncnc2c1nnn2-c1ccc(F)cc1	0.9	-1.7	0.4	-4.5	0.6	2.3	2.5	11.5	0.4
S=C1NC(c2ccccc2)=NCN1c1ccc(Br)cc1	-5.0	4.7	-0.1	1.3	-0.7	-1.2	-22.8	3.9	2.1
Cn1cnnc1SCc1ccc(C(=O)N=Nc2c(O)n(C)c3ccccc23)cc1	9.3	-12.4	-2.1	-11.0	-0.4	5.4	7.6	-5.0	6.0
CC(=O)Nc1ccc(N2C(=O)c3cccc(NC(C)=O)c3C2=O)cc1	-1.5	1.1	-0.2	-5.1	1.3	8.1	15.2	8.0	0.4
COc1ccc(CN(Cc2ccccn2)S(=O)(=O)c2ccc(-n3cnnn3)c(OC)c2)cc1	-6.4	-0.3	0.5	-6.5	1.9	3.8	13.1	-8.3	7.9
CCCN1Cc2cccc(C(=O)NC(CC(=O)OCC)c3ccc(C)cc3)c2C1=O (stereo not drawn)	-3.0	-2.4	-0.3	2.5	-2.0	-2.8	1.3	9.7	2.6
NC(=O)C1=C[C@@H](c2coc3ccccc3c2=O)C[C@@H](OCCCCO)O1	-17.9	19.5	-0.7	-1.8	3.0	-0.4	2.8	21.2	1.1
COc1ccc2nc(-c3ccc(N)cc3)[nH]c2c1	5.3	-0.4	-1.2	-0.3	-0.2	1.7	7.7	4.2	0.3
CCc1[nH]nc2c1C(C(C)C)C(C#N)=C(N)O2 (stereo not drawn)	11.0	-12.9	-1.2	-6.6	2.0	3.3	-13.0	-2.5	-0.6
COc1ccc(-n2c(=S)[nH]c3cc(C(=O)NCc4ccco4)ccc3c2=O)c(OC)c1	-6.3	2.1	-3.4	-8.9	-4.3	-10.7	-4.5	5.3	4.8
COc1ccccc1NC(=O)CSc1nnc(CC(=O)Nc2ccccc2)n1C	1.1	11.4	-0.3	12.6	-0.8	2.4	13.4	-4.1	0.6
CC1(C)CC(=O)C(C2NCCc3ccccc32)=C(O)C1 (stereo not drawn)	1.5	-1.8	0.4	4.1	-1.9	-3.3	8.8	13.8	0.2
O=C(O)c1ccc(N2C(=O)c3cccc4cccc(c34)C2=O)cc1	7.0	-2.6	1.7	2.4	-0.7	4.2	10.3	2.4	0.4
CC(C)(C)CC(=O)N1CCN(Cc2ccc3c(c2)OCO3)CC1	-8.2	2.8	-0.3	7.3	-2.1	-7.0	8.0	8.0	1.4
CC1CCCC(C)N1NC(=O)c1cccc(S(=O)(=O)N2CCc3ccccc32)c1 (stereo not drawn)	-5.7	0.2	2.1	-0.7	2.3	0.2	-15.2	5.3	1.0
CCCc1nc2ccccc2c(=O)n1/N=C/c1ccc(O)c(O)c1	-8.9	-4.9	-2.4	-3.8	-0.7	-3.5	29.1	1.1	0.8
CCOC(=O)c1cnn(CCOC(=O)c2cccc(F)c2)c1NC(=O)c1cccc(F)c1	-14.9	4.8	-3.3	-1.1	-2.4	-2.4	-14.2	10.3	1.2
Cc1ccc(/C=N/n2c(=O)c(C(C)(C)C)nn3cnnc23)cc1	-1.1	-2.0	-0.6	-4.8	-0.5	8.9	-0.2	-0.1	0.1

Retrieved by structure from above:
SMILES	M4 antag	M4 PAM	CRFBP-R2 agonist	M5 PAM	M5 ag	M5 antag	CRFR2-BP antag	CHRM1 PAM	CHRM4 agonist
O=C(O)c1ccc(N2C(=O)c3cccc4cccc(c34)C2=O)cc1	7.0	-2.6	1.7	2.4	-0.7	4.2	10.3	2.4	0.4
CC1(C)CC(=O)C(C2NCCc3ccccc32)=C(O)C1 (stereo not drawn)	1.5	-1.8	0.4	4.1	-1.9	-3.3	8.8	13.8	0.2
CCOC(=O)c1cnn(CCOC(=O)c2cccc(F)c2)c1NC(=O)c1cccc(F)c1	-14.9	4.8	-3.3	-1.1	-2.4	-2.4	-14.2	10.3	1.2
CC(C)(C)CC(=O)N1CCN(Cc2ccc3c(c2)OCO3)CC1	-8.2	2.8	-0.3	7.3	-2.1	-7.0	8.0	8.0	1.4
